# From PubChem
# HTRA1 inhibitor = inhibitors of human serine peptidase HTRA1; Q92743; recombinant HTRA1, FP-rhodamine activity-based probe, fluorescence polarization; inhibition, % at 5.96 µM; 340,000 compounds, 0.5% hits; in the data active = inhibition above about 36%;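 also: 0% = enzyme with DMSO and 100% = wells lacking enzyme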
# Target sequence (Q92743 whole entry, looked up): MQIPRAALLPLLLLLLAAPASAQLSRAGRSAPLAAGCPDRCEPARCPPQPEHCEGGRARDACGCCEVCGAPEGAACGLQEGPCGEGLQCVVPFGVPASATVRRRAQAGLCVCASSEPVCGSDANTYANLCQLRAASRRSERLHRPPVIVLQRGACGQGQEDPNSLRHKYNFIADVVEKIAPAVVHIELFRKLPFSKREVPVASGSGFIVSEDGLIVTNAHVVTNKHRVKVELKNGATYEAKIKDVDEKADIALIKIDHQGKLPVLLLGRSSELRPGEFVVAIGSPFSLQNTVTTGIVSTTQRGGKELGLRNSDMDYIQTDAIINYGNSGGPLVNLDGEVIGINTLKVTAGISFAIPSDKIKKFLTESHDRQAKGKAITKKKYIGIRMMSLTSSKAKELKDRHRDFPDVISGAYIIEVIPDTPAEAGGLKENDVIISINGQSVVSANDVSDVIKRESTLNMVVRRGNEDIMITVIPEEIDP
# Rev-erbA mod = Rev-erb alpha (human) modulation; P20393; Rev-erbα–FITC-DNA binding, fluorescence polarization, 90 min; activity, % at 10 µM; 370,000 compounds, 0.79% hits; AID 1259318;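 active = activity above about 14%, limit read from the data; passing the limit was not always enough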;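 also: 0% = DMSO wells with 35 nM protein and 100% = DMSO wells with 750 nM protein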
# LEDGF integ inh = blocks HIV-1 LEDGF/p75-dependent DNA integration; TR-FRET IN-LEDGF/p75 DNA integration, Eu/Cy5; inhibition, % at 3.7 µM; 370,000 compounds, 0.64% hits;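 active = inhibition above the screen-wide mean plus 3 SD, cut at about 13% in these data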;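 also: signal is the Cy5 over europium emission ratio at 671 and 618 nm; 0% = plate median of compound wells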
# PRMT1 inh = blocks human protein arginine methyltransferase 1 | 370,000 compounds, 1.3% hits | inhibition, % at 2.79 µM | AID 652257 | recombinant PRMT1, activity-based probe fluorescence polarization;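 active = inhibition above about 21% made by adding two undisclosed values, limit read from the data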
# rCAG RNA binder = binds r(CAG) RNA repeats; r(CAG) RNA repeat, TO-PRO-1 dye displacement fluorescence; 370,000 compounds, 1.3% hits; inhibition, % at 3 µM; AID 651821;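 active = inhibition above the plate cutoff, the mean of all test compounds on that plate plus 3 SD, cut at about 35% in these data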;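 also: 0% = DMSO alone and 100% = 100 µM mitoxantrone as full dye displacement; higher means more dye released from RNA so lower well fluorescence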
# mABHD4 FP = inhibits mouse alpha/beta hydrolase domain 4; inhibition, % at 8.92 µM; purified mABHD4, FP-Rh probe fluorescence polarization; 370,000 compounds, 0.54% hits; AID 720543;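 active = inhibition exceeding the mean over every tested compound plus 3 SD, cut at about 30% in these data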;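 also: 0% = plate median of compound wells and 100% = S159A mutant with DMSO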
#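 Assay system: wild-type mouse ABHD4 protein; compound: single nominal dose of 8.92 µM, 0.89% DMSO final; schedule: 45 min + 60 min at 25 °C; measured by: FP readout, ex 525 nm / em 598 nm; evaluation: % inhibition of FP-Rh probe binding versus controls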
# MBD2 inh = MBD2-methylated oligo binding inhibition. Q9UBB5. TR-FRET, MBD2 binding to methylated oligonucleotide. inhibition, % at 4.4 µM. 370,000 compounds, 0.31% hits; in the data active = inhibition above about 13%
# Target sequence (Q9UBB5 whole entry, looked up): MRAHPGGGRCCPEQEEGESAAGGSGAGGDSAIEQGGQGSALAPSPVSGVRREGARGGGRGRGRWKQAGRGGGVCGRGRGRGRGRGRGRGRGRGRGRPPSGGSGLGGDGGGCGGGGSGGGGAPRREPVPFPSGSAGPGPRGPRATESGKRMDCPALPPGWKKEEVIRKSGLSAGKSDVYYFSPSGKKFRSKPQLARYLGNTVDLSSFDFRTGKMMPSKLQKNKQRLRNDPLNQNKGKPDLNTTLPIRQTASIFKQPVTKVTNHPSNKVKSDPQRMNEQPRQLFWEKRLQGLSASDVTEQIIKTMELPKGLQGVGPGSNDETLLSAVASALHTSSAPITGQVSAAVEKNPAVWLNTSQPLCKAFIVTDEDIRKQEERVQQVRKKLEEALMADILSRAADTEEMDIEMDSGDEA
# UHRF1 MBD2 ctr = blocks human UHRF1 binding to methylated DNA; UHRF1 binding to methylated oligo, TR-FRET; inhibition, % at 4.4 µM; 370,000 compounds, 0.75% hits; Q96T88; in the data active = inhibition above about 21%;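 also: UHRF1 SRA domain binding a hemimethylated CpG hairpin DNA probe; 0% = median of test compound wells and 100% = reference inhibitor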
# TCR-CD3 inh = inhibitors of human TCR-CD3 interaction | 360,000 compounds, 0.37% hits | TAMRA-labeled TCR probe fluorescence, biochemical | inhibition, % at 9.4 µM; in the data active = inhibition above about 19%;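 also: recombinant mutant TCR 2C K166C tagged with TAMRA read by polarization; 0% = receptor in buffer alone and 100% = receptor with positive control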
# PG9 Ab binder = binds the HIV-1 gp120 antibody PG9; inhibition, % at 6.7 µM; 360,000 compounds, 0.43% hits; TR-FRET gp120-PG9 antibody binding; AID 624416; in the data active = inhibition above about 8.5%
# Active calls of the source: *; / = no result given. This is a subset. The share of hits here may be higher or lower than overall.
SMILES,HTRA1 inhibitor,Rev-erbA mod,LEDGF integ inh,PRMT1 inh,rCAG RNA binder,mABHD4 FP,MBD2 inh,UHRF1 MBD2 ctr,TCR-CD3 inh,PG9 Ab binder
O=[N+]([O-])c1ccc(-c2nn(-c3ccccc3)cc2/C=N/n2c(-c3ccncc3)n[nH]c2=S)cc1,-1,0,5,-7,0,0,-4,-4,0,0.6
C=CCn1c(CSCc2ccc(Cl)cc2Cl)nnc1SCC(=O)Nc1ccc(C(=O)O)cc1,-8,0,1,-6,36*,-29,-4,-1,-2,-2.0
Cc1ccc(CNC(=O)CSCc2cccc(F)c2)cc1,-8,1,4,-2,-5,2,-3,1,3,-0.5
COc1ccccc1N1CCN(CCCCNC(=O)c2ccc3ccccc3c2)CC1,1,8,-1,4,-2,2,1,0,-4,0.0
Cc1nn(-c2ccccc2)c(C)c1/C=N/n1cnnc1,11,-5,1,0,-5,-4,1,-4,6,2.9
CN(CC(=O)O)S(=O)(=O)c1ccc2c(c1)NC(=O)CC(=O)N2,2,-2,0,-1,-4,-3,0,0,-5,0.4
Cc1ccc(Nc2nnc(SCC(=O)c3ccc(O)cc3O)s2)cc1,-19,-1,-1,-1,56*,10,-2,-1,-7,-0.7
O=C(N=Nc1c(O)[nH]c2ccccc12)Nc1ccccc1,-18,4,1,-4,2,-11,-3,-2,-4,-3.2
COc1ccc2c(c(-c3ccccc3)cn2C)c1-c1ccccc1,/,-5,0,9,1,8,4,0,/,/
CC[C@]1(C(=O)OC)[C@H]2C(=O)N(C)C(=O)[C@H]2[C@H]2CN(C)C(=NC3CCCCC3)N21,2,6,1,1,2,3,0,0,6,-1.6
CCOC(=O)c1ccccc1NC(=O)CSc1nnc(C(C)C)n1CC,3,6,-3,4,-3,-6,-6,3,-1,-2.5
CCCCNS(=O)(=O)c1ccc2nc(SCC(=O)Nc3sccc3C#N)[nH]c2c1,-59,1,3,4,38*,-89,-3,7,-8,-2.2
COC(=O)c1ccc(C2NC(C(=O)O)CS2)cc1 (stereo not given),-2,-7,3,13,1,1,-5,1,-1,-0.9
O=C(NC(=O)c1c(F)cccc1F)Nc1cccc(Oc2ncc(Cl)cn2)c1,0,-4,-5,1,2,-3,5,3,-1,1.3
OC(CCCN1CCC(O)(c2ccc(Cl)cc2)CC1)c1ccc(F)cc1 (stereo not given),2,-7,-3,-4,1,5,3,0,4,-1.8
CCc1cccc(NC(=O)COC(=O)C2CCN(c3ccc(C(F)(F)F)cn3)CC2)c1,-48,7,-2,1,-4,-13,-1,1,8,-0.8
COc1cc(CN2CCC(Oc3cc(C(=O)NC4CC4)ccc3OC)CC2)cc(OC)c1,-1,-3,2,-2,-7,5,-2,-1,0,-0.1
N#Cc1ccc(Cl)cc1NC(=O)COC(=O)c1ccc(S(=O)(=O)N2CCCC2)cc1,-2,10,3,-3,-1,6,2,1,-3,5.0
COc1ccc(O)c(/C=N/NC(=O)c2ccc(CSc3nc(C)cc(C)n3)cc2)c1,0,-15,-14,3,18,6,10,3,14,-2.7
Cc1ccc(S(=O)(=O)NC(=O)NCc2ccccn2)cc1,-5,-1,3,0,0,0,-10,2,1,-0.5
O=C(Nc1nc2ccccc2s1)c1ccc([N+](=O)[O-])o1,-3,-1,-4,4,5,5,-4,4,-7,0.3
Cn1c(SCC(=O)Nc2ccc(F)cc2)nc2c([nH]c3ccccc32)c1=O,-7,-3,-4,1,2,0,-1,2,-10,1.1
CC(=O)NCc1ccc(S(=O)(=O)N/N=C/c2ccccc2)cc1,-1,-2,4,11,2,5,-2,6,-6,-2.2
CCn1cc(C(=O)O)c(=O)c2cnc(N3CCN(C(=S)Nc4ccccc4C(F)(F)F)CC3)nc21,-1,-2,1,-9,1,-3,-2,-2,6,-1.1
CC(=O)c1ccc(-n2c(C)c(C(C)=O)c3cc(O)ccc32)cc1,6,-2,-2,1,-5,8,4,3,-7,0.6
COc1ccc(OCCCC(=O)Nc2cccc(C(C)=O)c2)cc1,8,-1,1,1,-4,2,5,0,-2,0.3
Cc1ccc(S(=O)(=O)N2CCOCC2)cc1C(=O)Nc1cc(Cl)ccc1N1CCOCC1,7,-5,0,0,0,-5,0,0,4,-1.1
CCCN1CCN(C(=O)Nc2ccc(OCC)cc2)CC1,3,-3,0,-1,-2,2,5,-1,2,-1.2
COc1ccc(/C(C)=N/OCC(=O)N2CC3(C)CC2CC(C)(C)C3)cc1 (stereo not given),-8,-2,1,0,-10,8,4,-1,2,-3.7
Cc1cc(F)ccc1S(=O)(=O)N1CCCOC1CNC(=O)C(=O)NC1CCCC1 (stereo not given),0,-3,3,-1,-4,-1,2,1,-4,-3.2
Cc1cc(C)c(OCC(=O)OCC(=O)N(C)C2CCS(=O)(=O)C2)c(C)c1 (stereo not given),-1,-1,-1,1,-1,3,1,18,8,0.5
O=C(OCC(=O)N(C1CCCCC1)C1CCCCC1)c1cnccn1,-4,-5,-1,2,-7,4,-4,-2,6,1.1
CCOC(=O)N1CCN(Cc2nc3cc([N+](=O)[O-])ccc3n2CC)CC1,-2,-4,-4,5,-4,0,-4,1,-2,0.0
CS(=O)(=O)N1CCN(c2ccc(NC(=O)CSc3nnc(-c4ccco4)o3)cc2)CC1,1,-1,-7,-4,-4,-6,0,3,1,-1.8
COc1cc2c(cc1OC)CN(C(=O)/C=C/c1ccccc1[N+](=O)[O-])CC2,2,-1,2,-3,0,1,-4,-2,-1,-2.6
COCCNC(=O)c1cc(OC)c(OC)cc1[N+](=O)[O-],1,-1,-2,-1,-1,2,7,-1,-2,-1.0
COC(=O)C1=C(C)NC(=O)C1(NS(=O)(=O)c1ccc(C)cc1)C(F)(F)F (stereo not given),4,-3,0,0,-1,7,2,-4,0,0.6
COC(=O)[C@@]12C[C@@H](CC(=O)N3CCN(C(=O)c4ccco4)CC3)C(=O)N(CCc3ccc(OC)c(OC)c3)C1=CCC(C)(C)C2,/,1,1,-3,3,2,-9,-2,5,0.1
Cc1c(C#N)c(SCC(N)=O)nc2c1CCCC2,2,-1,4,0,-3,0,-1,17,-1,-1.6
CCNC(=O)NC(=O)CSc1nc2ccccc2n1CC(C)C,-8,7,1,-2,-1,3,1,-3,8,-0.1

# Compounds listed so far that contain a furan ring, fused or not, in the order listed:
SMILES,HTRA1 inhibitor,Rev-erbA mod,LEDGF integ inh,PRMT1 inh,rCAG RNA binder,mABHD4 FP,MBD2 inh,UHRF1 MBD2 ctr,TCR-CD3 inh,PG9 Ab binder
O=C(Nc1nc2ccccc2s1)c1ccc([N+](=O)[O-])o1,-3,-1,-4,4,5,5,-4,4,-7,0.3
CS(=O)(=O)N1CCN(c2ccc(NC(=O)CSc3nnc(-c4ccco4)o3)cc2)CC1,1,-1,-7,-4,-4,-6,0,3,1,-1.8
COC(=O)[C@@]12C[C@@H](CC(=O)N3CCN(C(=O)c4ccco4)CC3)C(=O)N(CCc3ccc(OC)c(OC)c3)C1=CCC(C)(C)C2,/,1,1,-3,3,2,-9,-2,5,0.1

# Carrying on.
SMILES,HTRA1 inhibitor,Rev-erbA mod,LEDGF integ inh,PRMT1 inh,rCAG RNA binder,mABHD4 FP,MBD2 inh,UHRF1 MBD2 ctr,TCR-CD3 inh,PG9 Ab binder
CCCn1c(N)c(C(=O)COC(=O)CNC(=O)c2ccc(C)c(C)c2)c(=O)n(C)c1=O,6,3,-4,-1,1,5,3,12,-9,2.1
CCOC(=O)c1c(NC(=O)CSc2nc3ccccc3o2)sc(C(C)=O)c1C,-13,12,0,0,10,1,-1,0,4,-9.6
COC(=O)c1ccc(N)nc1,2,-8,1,0,-1,3,-6,-2,-5,2.4
C=CCn1c(CSc2ccc(C)cc2)n[nH]c1=S,3,-4,-1,1,-2,8,-2,1,-2,0.0
CC1(C)CC(=O)c2cnc(N3CCc4ccccc4C3)nc2C1,4,2,-2,-2,-4,5,5,1,2,-2.0
COc1cc(OC)cc(-c2nc3nc(C)c(CCC(=O)O)c(C)n3n2)c1,3,-2,3,1,-1,14,4,1,-2,0.8
Cc1ccc(C)c(NCCC#N)c1,3,-1,2,1,-3,2,1,-1,7,-0.2
CCc1nnc(NC(=O)CCC(=O)N2CCN(c3cc(C)ccc3C)CC2)s1,-1,-4,4,-5,-8,-3,1,2,2,-0.9
CC(Oc1ccccc1)C(=O)Nc1nc2c(s1)C(=O)CC(C)(C)C2 (stereo not given),2,7,1,1,-1,10,2,0,-3,1.5
COc1cccc(/C=N/NC(=O)c2c(-c3ccccc3)noc2C)c1,-3,-5,2,2,0,4,3,-1,4,-2.0
CCOC(=O)c1ccc(NC(=O)N2CC(C)OC(C)C2)cc1 (stereo not given),0,2,1,-3,-1,8,4,-1,1,-1.5
CCCCn1c(CN2CCN(c3cccc(Cl)c3)CC2)nc2c1c(=O)[nH]c(=O)n2C,-17,0,3,5,-2,-10,3,-2,-6,1.3
CC(C)COc1nc2ccccc2c(=O)n1OCC(=O)O,-7,2,-3,1,3,1,-4,-1,-4,0.5
COc1cc(OC)nc(C(NC(=O)C2CCN(Cc3ccc(Oc4ccccc4)cc3)CC2)c2ccc(F)cc2)n1 (stereo not given),/,-2,-1,1,3,5,0,0,0,-4.2
C=Cc1ccc(C2=CC(=O)C[C@H](c3ccc(OC)cc3)C2)cc1,-37,1,-3,0,-1,1,-3,-2,-2,-0.9
COc1cc2c(c(OC)c1OC)C(=O)CO2,-5,-5,2,-2,3,-1,-1,-4,0,-1.9
CCOC(=O)Cn1c2c(c(=N)c3ccccc31)CCC2,5,0,1,-2,2,1,1,8,2,0.8
CCCN(CCC)CC(=O)Nc1cccc2c1OCO2,4,4,1,2,-1,-12,2,3,-5,0.8
COc1ccc(N(C(=O)c2cccnc2)S(=O)(=O)c2ccccc2)cc1,3,0,1,2,-3,2,1,-2,5,-3.3
Cc1ccc2c(cnn2C(=O)CCC(=O)N2CCCCC2C)c1 (stereo not given),4,-5,-3,3,-2,3,-1,0,1,-1.0
Fc1ccccc1Cc1ccc(Cl)nn1,-15,3,6,-3,2,-7,-3,13,-9,-2.8
CCCC(C)C(=O)NC1CCCCN(Cc2ccc(C)cc2)C1=O (stereo not given),/,1,0,0,0,3,4,3,/,/
Cc1ccc(CNC(=O)c2ccc[nH]2)cc1,7,8,4,-3,-3,1,3,3,1,0.0
Cc1ccc2c(c1)c1c3n2CCN(CC#N)C3CCC1 (stereo not given),4,5,-2,-1,-3,-3,8,-1,-8,-0.7
CC(C)(C)C(=O)OC/C(N)=N/OC(=O)c1ccc(Cl)c(Cl)c1,0,1,1,0,-5,7,4,-2,2,-0.7
COc1ccc(NC(=O)NCCCCc2ccccc2)cc1OC,0,2,-6,3,-8,4,3,3,1,0.1
O=C(NNC(=S)NC(=O)c1cccc([N+](=O)[O-])c1)c1ccc(O)cc1,13,4,-2,1,9,10,2,-2,20*,-1.4
COc1n[nH]c(C(=O)Nc2cc(F)ccc2C)c1[N+](=O)[O-],-1,0,4,0,1,-8,2,-3,-1,-0.7
CCOC(=O)C1(CC2CCCCO2)CCN(C(=O)Nc2ccc(SC)cc2)CC1 (stereo not given),-2,-2,-2,3,-3,0,6,0,2,0.0
Cc1ccc(-c2nc3cc(C)c(Br)c(C)n3c2Cc2cccc(F)c2)cc1,/,12,2,0,6,0,1,0,-1,-1.2
CCOC(=O)CN(C(=O)CSc1nnc(C)n1-c1ccccc1)c1cccc([N+](=O)[O-])c1,-2,-7,3,1,-7,3,-6,-1,5,0.4
